Screens: PubChem, National Center for Advancing Translational Sciences (NCATS)
FLuc modulator = qHTS profiling assay for firefly luciferase inhibitor/activator using purifed enzyme and Km concentrations of substrates (counterscreen for miR-21 project); Luciferin 4-monooxygenase (Photinus pyralis), P08659; purified FLuc, Km substrates, luminescence inhibition; Potency, µM (titrated, usually from 57.5 µM), inactives show at the top dose activity change, negative = inhibition, actives largely listed as inhibitors; hit rate 6.9% among 360,000; AID 588342, 2011;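 further: plate controls were vehicle for no effect and reference inhibitor for full effect; nearly all actives have a fitted effect of over 55% in size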
Target sequence (P08659 whole entry, looked up): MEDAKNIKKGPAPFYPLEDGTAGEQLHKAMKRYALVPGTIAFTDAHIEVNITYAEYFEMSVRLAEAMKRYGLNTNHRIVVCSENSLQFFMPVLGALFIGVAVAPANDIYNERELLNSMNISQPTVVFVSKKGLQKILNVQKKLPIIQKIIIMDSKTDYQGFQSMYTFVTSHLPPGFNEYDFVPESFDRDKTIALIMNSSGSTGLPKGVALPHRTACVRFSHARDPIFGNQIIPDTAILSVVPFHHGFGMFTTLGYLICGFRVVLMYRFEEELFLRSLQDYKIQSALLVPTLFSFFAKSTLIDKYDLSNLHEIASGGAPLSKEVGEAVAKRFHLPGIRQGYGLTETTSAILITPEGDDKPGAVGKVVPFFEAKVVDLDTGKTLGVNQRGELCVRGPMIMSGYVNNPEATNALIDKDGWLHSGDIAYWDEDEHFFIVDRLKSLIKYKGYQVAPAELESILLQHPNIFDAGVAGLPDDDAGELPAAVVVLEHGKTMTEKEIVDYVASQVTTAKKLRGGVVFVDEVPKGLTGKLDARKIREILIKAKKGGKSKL
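Biochemical qHTS of compounds, final roughly 60 µM downward over six points, against 10 nM purified firefly luciferase using Km concentrations of substrates (10 uM D-luciferin, 10 uM ATP) in Tris acetate pH 7.5 buffer; luminescence output.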
BRCA1 expr act = qHTS Assay to Identify Small Molecule Activators of BRCA1 Expression. MCF7-BRCA1-FFLuc reporter, luminescence, 48 h; response scale: scaled: vehicle 0%, 10 µM genistein 100%. Potency, µM (highest dose often 46.1 µM), for inactives: at the highest dose activation, actives largely listed as activators. hit rate 1.1% among 380,000; further: nearly all actives have a fitted effect of over 80% in size; some results filed as inactive show a strong effect at the top dose
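Compounds are tested at multiple concentrations on MCF7 BRCA1-luciferase reporter cells seeded at 2000 per well; after 48 h, a single luminescence end-point is taken and curves fitted to the normalized data.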
* hit, by the source's call; ? = inconclusive. The call rests on the fitted dose curve; in most records, active means well fitted curve in the direction sought with a large enough effect; inconclusive means small, poorly fitted or top-dose-only effect, or another doubt; inactive means no such curve, though single readings can be large; an effect the other way counts as inactive or inconclusive. Potency means the concentration at half of the fitted maximal effect.

Order of results – FLuc modulator | BRCA1 expr act
- CCc1ccc(NC(=O)NCCc2c(C)nn(C)c2C)cc1
 : -1% | 60%
- Cc1ccccc1-c1noc(-c2cccnc2N2CCN(c3ccccc3)CC2)n1
 : ? | 0%
- CCCCNC(=O)Cn1c(=O)cc(C)c2c(C)nn(-c3ccc(CC)cc3)c21
 : -1% | -1%
- COc1ccc(C(=O)NCC(c2ccc(N(C)C)cc2)N2CCCC2)cc1 (stereo unspecified)
 : 4% | -11%
- COC(=O)CS(=O)(=O)c1nc2ccccc2nc1N1CCCCC1
 : -2% | -54%
- CCC(=O)c1cc2c(cc1NC(=O)c1ccccc1F)OCCO2
 : 1% | 10%
- Cc1cccc(OCC(=O)OCc2cc(=O)n3nc(-c4cccs4)sc3n2)c1
 : -3% | 0%
- Cc1cc(C)cc(NC(=O)C2CCCN(S(=O)(=O)c3cccc4nsnc34)C2)c1 (stereo unspecified)
 : -2% | 13%
- CCc1ccccc1NC(=O)C(=O)NCCCN1CCOCC1
 : -3% | 10%
- Cc1ccc(-c2ccc(=O)n(CC(=O)Nc3ccc(C)cc3Cl)n2)cc1
 : 5% | -2%
- O=C1CC(c2cc(F)cc(F)c2)c2cc3c(cc2N1)OCO3 (stereo unspecified)
 : -3% | -4%
- CCc1ccc(C2CC(=O)Nc3cc4c(cc32)OCO4)cc1 (stereo unspecified)
 : -10% | -33%
- COc1ccc(CCNC(=O)CCCn2c(=O)c3ccccc3n(CC(=O)Nc3c(C)cc(C)cc3C)c2=O)cc1OC
 : -20% | 16%
- c1ccc(CNc2nc3ccccc3c3nc(-c4ccccc4)nn23)cc1
 : 5% | -28%
- COc1ccc(CCNC(=O)CN(c2ccccc2)S(=O)(=O)N(C)C)cc1
 : -3% | -19%
- CCN(CC)CCNC(=O)C1CCN(c2cc(C)nc3c(-c4ccc(Cl)cc4)c(C)nn23)CC1
 : -6% | 15%
- CCc1ccc(CNC(=O)Cn2c(-c3cccs3)cc3cc(F)ccc32)cc1
 : -1% | -11%
- CCCCCCNc1ncnc2c1sc1nc(N3CCOCC3)c3c(c12)CCCC3
 : 0% | 10%
- COc1cccc(-n2ccnc2SCC(=O)Nc2nc3ccc(C)cc3s2)c1
 : -1% | 1%
- CCC(=O)N1CCc2cc(Br)cc(S(=O)(=O)N3CCCC(C(=O)NCc4ccccc4)C3)c21 (stereo unspecified)
 : -2% | -12%
- CCOc1ccc(S(=O)(=O)N(CC(=O)NCCSCc2ccc(C)cc2)c2ccccc2)cc1
 : 1% | 20%
- CCOC(=O)C1CCCN(C(=O)CCS(=O)(=O)c2cc3c(cc2Cl)NC(=O)CO3)C1 (stereo unspecified)
 : -13% | 15%
- Cc1ccc(Cn2c(=O)n(Cc3ccccc3Cl)c(=O)c3cccnc32)cc1
 : -3% | 0%
- Cc1ccc(-c2cc3ncc4c(n3n2)-c2cc(C)ccc2OC4)cc1
 : ? | -5%
- Cc1cccc(C(=O)Nc2cccc(OCc3cc(=O)n4cc(C)sc4n3)c2)c1
 : -9% | 7%
- CC(=O)N1CCc2c(sc3c2c(=O)n(CCc2ccccc2)c(=O)n3Cc2ccc(Cl)cc2)C1
 : 6% | -78%
- CN1C(=O)Cc2cc(S(=O)(=O)CCC(=O)Nc3ccc(OC(F)(F)F)cc3)ccc21
 : -5% | 9%
- CCn1c(=O)c2cc(C(=O)N(CC(C)C)CC(C)C)sc2c2ccccc21
 : -1% | -19%
- Cc1ccc(C)c(N2CCN(C(=O)C3CCCN(S(=O)(=O)c4cccc5nonc45)C3)CC2)c1 (stereo unspecified)
 : -2% | -5%
- Cc1nc(-c2ccc(S(=O)(=O)N3CCN(c4ccc(F)cc4)CC3)cc2)co1
 : 0% | -20%
- COCCNC(=O)c1ccc2c(c1)N=C(C)c1cc(C)ccc1S2
 : -5% | -67%
- CCOC(=O)c1ccc(NC(=O)CCc2c(C)nc3c(c(C)nn3C)c2C)cc1
 : -8% | 21%
- COc1cc(N2C(=O)CSC23C(=O)N(Cc2cccc(F)c2)c2ccccc23)cc(OC)c1OC (stereo unspecified)
 : -2% | -16%
- CCOc1ccc(-c2nnc(SCC(=O)NCc3ccc(Cl)cc3)o2)cc1
 : ? | 1%
- CC(=O)c1cccc(NC(=O)C2CCCN(C(=O)c3cnn(-c4ccccc4)c3-n3cccc3)C2)c1 (stereo unspecified)
 : 4% | ?
- Cc1ccc(NC(=O)Cn2c(=O)oc3cc(S(=O)(=O)N4CCCCC4)ccc32)c(Cl)c1
 : -19% | 0%
- Cc1ccc(C)c(N(C)C(=O)C2CCN(S(=O)(=O)c3cccc4nsnc34)CC2)c1
 : -1% | -16%
- COc1ccc(N2C(=O)CSC23C(=O)N(CC(=O)NCCc2ccccc2)c2ccccc23)cc1 (stereo unspecified)
 : 5% | -11%
- CCOc1ccccc1NC(=O)c1nnn(CC(=O)Nc2ccccc2CC)c1N
 : -1% | -4%
- Cc1ccc(C(=O)Nc2ccc(-n3c(C)nc4ccccc4c3=O)cc2)cc1[N+](=O)[O-]
 : 0% | 0%
- CCOC(=O)c1cnc2ccc(Br)cc2c1NCCN1CCOCC1
 : -14% | -11%
- Cc1cccc(CSc2ncc(Cl)c(C(=O)Nc3nc4ccc(F)cc4s3)n2)c1
 : -13% | 16%
- COc1cc(OC)c(NC(=O)CSc2cc(=O)n(C)c3ccc(Cl)cc23)cc1Cl
 : 0% | -5%
- COc1ccc(OC)c(CNC(=O)c2cc3c(=O)oc4ccc(C)cc4c3s2)c1
 : 5% | 0%
- Cc1cc(C)c(S(=O)(=O)NCCc2sc(-c3cccnc3)nc2C)c(C)c1
 : -6% | 1%
- COc1ccc(C)cc1NC(=O)CC(=O)Nc1ccc2nc3n(c(=O)c2c1)CCCCC3
 : ? | -1%
- CSc1nn(Cc2cccc(C)c2)c(N)c1S(=O)(=O)c1ccccc1
 : 4% | -23%
- COc1ccc(CCNC(=O)c2ccc(Cn3c(=O)c4ccccc4n(Cc4cccc(C)c4)c3=O)cc2)cc1OC
 : -3% | 10%
- COc1ccccc1N1CCN(c2ccc(-c3nc(-c4ccccc4)no3)cc2[N+](=O)[O-])CC1
 : -1% | 8%
- COc1ccc(OC)c(CNS(=O)(=O)c2ccc3[nH]c4c(c3c2)CCCCC4)c1
 : -11% | -50%
- CCOc1ccc(-c2cc3c(=O)n(Cc4nc(-c5ccc(OC(C)C)cc5)oc4C)ccn3n2)cc1Cl
 : -6% | -7%
- COc1cccc(CNC(=O)CN2C(=O)COc3ccc(S(=O)(=O)Nc4ccccc4)cc32)c1
 : -17% | 3%
- CCOc1ccc(CCNC(=O)CN2C(=O)COc3ccc(S(=O)(=O)N4CCC(C)CC4)cc32)cc1
 : -6% | -30%
- Cc1cccc(C(=O)OCc2cc(=O)n3nc(-c4cccs4)sc3n2)c1
 : -7% | 0%
- CCOC(=O)c1ccccc1NC(=O)CN1C(=O)CC(c2ccccc2)Sc2ccccc21 (stereo unspecified)
 : -14% | -27%
- CCc1ccc(NCc2cc3cc4c(cc3n(CC(=O)Nc3cccc(OC)c3)c2=O)OCO4)cc1
 : -9% | -31%
- Cc1cccc(N2CCN(C(=O)C3CCCN(S(=O)(=O)c4ccc5c(c4)oc(=O)n5C)C3)CC2)c1C (stereo unspecified)
 : -8% | -36%
- CC(C)c1ccc(NC(=O)CCS(=O)(=O)c2ccc3c(c2)CC(=O)N3C)cc1
 : 3% | -1%
- O=C(CSc1ncc2c(n1)-c1cc(Cl)ccc1N(Cc1ccccc1)S2(=O)=O)NCc1ccccc1
 : 0% | -15%
- CCOc1cccc(CC(=O)N2CCc3c([nH]c4ccccc34)C2c2ccc(SC)cc2)c1OCC (stereo unspecified)
 : 1% | -7%

(more compounds)
Order of results – FLuc modulator | BRCA1 expr act
- CCC(CC)C(=O)Nc1ccc(OCc2cc(=O)n3ccsc3n2)cc1
 : -1% | 39%
- CCCNC(=O)CCNS(=O)(=O)c1ccc2c(c1)c(=O)n(C)c(=O)n2C
 : -1% | 6%
- CC1CCN(C(=O)c2cc3c(=O)n(C)c4cc(Cl)ccc4c3s2)CC1
 : 0% | 19%
- CCN(C(=O)C1CCN(S(=O)(=O)c2c(C)noc2/C=C/c2ccc(C)cc2)CC1)c1cccc(C)c1
 : 1% | -12%
- O=C(CN1C(=O)c2cccc3cccc1c23)Nc1cccc(F)c1
 : -1% | 13%
- CCOC(=O)c1noc2ncn(CC(=O)Nc3ccc(C)c(F)c3)c(=O)c12
 : 11% | -1%
- O=C(NCCCN1CCN(c2cccc(Cl)c2)CC1)Nc1ccccc1C(F)(F)F
 : -1% | -8%
- COc1ccccc1CNC(=O)c1cc2c(=O)oc3ccc(C)cc3c2s1
 : -1% | 3%
- Cc1cc(C)c2c(n1)sc1c(=O)n(-c3ccccc3C(F)(F)F)nnc12
 : -6% | 15%
- Cc1ccc(C)c(NC(=O)CCc2nc(-c3ccc(C(C)(C)C)cc3)no2)c1
 : 2.1µM* | 0%
- O=C(Cn1c(=O)oc2cc(S(=O)(=O)NCc3ccccc3)ccc21)NCc1ccc(F)cc1
 : 3% | 4%
- CC(C)(C)OC(=O)N1CCC(c2nnc(SCc3cccc(Cl)c3)o2)CC1
 : -9% | 0%
- Cc1nc2ccc(S(=O)(=O)NC(C(=O)NCc3ccccc3Cl)C(C)C)cc2s1 (stereo unspecified)
 : -1% | 13%
- CC(=O)Nc1ccc(NC(=O)CN2C(=O)CCc3cc(S(=O)(=O)N4CCCCC4)ccc32)cc1
 : 0% | 0%
- Cc1cc(F)ccc1NC1(c2ccccc2)C(=O)c2ccccc2C1=O
 : -13% | 3%
- Cc1cccc(-c2noc(-c3ccc(N4CCCC4)c([N+](=O)[O-])c3)n2)c1
 : ? | 0%
- Cc1ccc(Cn2c(=O)n(CCCCC(=O)NCc3ccc4c(c3)OCO4)c(=O)c3ccccc32)cc1
 : -8% | 17%
- CCC(CC)C(=O)Nc1cc(-c2ccccc2F)nn1-c1ccccc1
 : 1% | 12%
- Clc1ccc(-c2noc(-c3cccnc3N3CCN(c4ccccc4)CC3)n2)cc1
 : 2% | 4%
- CCc1ccc2oc(-c3cc(NC(=O)c4cccnc4)cc(C)c3O)nc2c1
 : 0.85µM* | 22%
- COC(=O)c1c(SC)nc2ccccc2c1OCc1cc(C)ccc1C
 : 6% | 0%
- COc1ccc(CCNC(=O)CCCn2c(=O)c3ccccc3n(Cc3ccccc3C)c2=O)cc1OC
 : 4% | 8%
- COc1ccc(CCNC(=O)CSc2cn(CCNC(=O)c3ccc(OC)c(OC)c3)c3ccccc23)cc1OC
 : -1% | 1%
- Cc1ccc(CNC(=O)CSc2nc3ccccc3nc2Cc2ccc(C)cc2)cc1
 : -5% | 13%
- COc1ccc(N(CC(=O)N2CCN(c3cccc(OC)c3)CC2)S(=O)(=O)c2c(C)noc2C)cc1
 : -11% | -32%
- CCOCCCn1c(=N)c(C(=O)NCc2ccco2)cc2c(=O)n3ccccc3nc21
 : -1% | -7%
- CC1=C(C(=O)Nc2ccc(C)cc2C)C(c2cccs2)n2nc(SCc3cccc(C)c3)nc2N1 (stereo unspecified)
 : -6% | 1%
- CN1CCN(C(=O)c2ccc3c(c2)N(Cc2ccc(F)cc2)C(=O)c2ccccc2S3(=O)=O)CC1
 : 6% | -10%
- O=C(Nc1ccc(Cl)cc1)c1cc2c(Cl)nc3ccccc3c2s1
 : -3% | 6%
- COc1ccc(CNC(=O)c2ccc3c(c2)N(Cc2c(F)cccc2Cl)C(=O)CS3)cc1
 : 3% | -35%
- CCCCc1nn2c(=O)cc(COC(=O)C3CCCCC3)nc2s1
 : -19% | 20%
- CCc1ccc2oc(-c3cc(NC(=O)C(C)C)cc(C)c3O)nc2c1
 : -12% | 18%
- COc1cccc(CNc2nc3c(-c4cccc(C)c4)nnn3c3ccccc23)c1
 : -3% | 0%
- COc1ccc2cc(CNc3ccc(C)cc3)c(=O)n(CC(=O)Nc3cccc(C(F)(F)F)c3)c2c1
 : -1% | -23%
- Cc1ccc(C(c2ccccc2)c2c(C)[nH]c3ccccc23)s1 (stereo unspecified)
 : 3% | -32%
- Cc1cc(Nc2ccccc2C)n2nc(Cc3ccc(Cl)cc3)nc2n1
 : 6% | -15%
- CCc1ccccc1NC(=O)c1ccc2[nH]c(C)c(C)c2c1
 : ? | 8.9µM*
- CCn1ccc2cc(S(=O)(=O)N3CCCN(C(=O)Nc4ccc(C)cc4Cl)CC3)ccc21
 : -13% | -18%
- Cc1ccc(NS(=O)(=O)c2ccc(-c3cnc(C4CC4)o3)cc2)cc1N(C)C
 : -2% | -61%

3 records picked at random from the list so far:
Order of results – FLuc modulator | BRCA1 expr act
- CCc1ccc2oc(-c3cc(NC(=O)C(C)C)cc(C)c3O)nc2c1
 : -12% | 18%
- CCc1ccccc1NC(=O)c1ccc2[nH]c(C)c(C)c2c1
 : ? | 8.9µM*
- COc1ccc2cc(CNc3ccc(C)cc3)c(=O)n(CC(=O)Nc3cccc(C(F)(F)F)c3)c2c1
 : -1% | -23%

Among those listed so far, these have a tert-butyl group:
Order of results – FLuc modulator | BRCA1 expr act
- Cc1ccc(C)c(NC(=O)CCc2nc(-c3ccc(C(C)(C)C)cc3)no2)c1
 : 2.1µM* | 0%
- CC(C)(C)OC(=O)N1CCC(c2nnc(SCc3cccc(Cl)c3)o2)CC1
 : -9% | 0%

Only part of the results is shown, so the mix of outcomes need not match the whole.
